LYPLA1 counter – LYPLA1 (human) inhibition in PME1 counter-screen. recombinant LYPLA1, FP-Rh probe fluorescence polarization. inhibition, % at 5.9 µM. 320,000 compounds, 0.16% hits;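 active means inhibition above the mean of all tested compounds plus 3 SD, set per campaign, cut at about 14% in these data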;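 further: inhibitors block serine hydrolase probe labeling of LYPLA1 so polarization falls; 0% = enzyme with DMSO and 100% = wells lacking LYPLA1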
Target sequence (O75608 whole entry, looked up): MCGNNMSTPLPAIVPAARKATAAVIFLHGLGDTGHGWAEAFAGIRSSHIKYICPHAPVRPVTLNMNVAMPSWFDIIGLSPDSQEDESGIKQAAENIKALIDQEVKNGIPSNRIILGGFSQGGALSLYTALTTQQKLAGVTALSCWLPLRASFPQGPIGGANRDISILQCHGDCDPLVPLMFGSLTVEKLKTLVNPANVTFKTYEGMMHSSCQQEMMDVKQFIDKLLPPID
PAFAH1B2 FP inh – blocks human PAF acetylhydrolase 1b catalytic subunit 2. P68402. recombinant PAFAH1B2, FP-rhodamine activity probe, fluorescence polarization. inhibition, % at 3.39 µM. 340,000 compounds, 1.2% hits. AID 492953;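 active means inhibition above the mean of all tested compounds plus 3 SD, cut at about 24% in these data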;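 further: 0% = enzyme with DMSO and 100% = wells lacking PAFAH1B2; many of its hits are not listed in these tables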
Target sequence (P68402 whole entry, looked up): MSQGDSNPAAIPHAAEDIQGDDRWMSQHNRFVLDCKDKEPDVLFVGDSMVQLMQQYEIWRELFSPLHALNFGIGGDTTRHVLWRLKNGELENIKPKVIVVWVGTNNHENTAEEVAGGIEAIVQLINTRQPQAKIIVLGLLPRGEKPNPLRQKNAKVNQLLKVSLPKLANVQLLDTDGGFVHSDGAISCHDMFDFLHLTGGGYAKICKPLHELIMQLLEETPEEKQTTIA
PAFAH1B3 inh – blocks human PAF acetylhydrolase 1B catalytic subunit 3 | 340,000 compounds, 0.28% hits | AID 492972 | recombinant PAFAH1B3, FP-rhodamine probe, fluorescence polarization | inhibition, % at 3.39 µM | Q15102;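 active means inhibition above the screen-wide average of all tested compounds plus 3 SD, cut at about 25% in these data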;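 further: 0% = enzyme with DMSO only and 100% = wells lacking PAFAH1B3 protein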
PREPL inh – inhibitors of human prolyl oligopeptidase-like enzyme PREPL; recombinant PREPL, fluorescence polarization activity-based probe; inhibition, % at 5.96 µM; 320,000 compounds, 0.68% hits; in the data active means inhibition above about 43%;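 further: 0% = enzyme with DMSO and 100% = wells lacking enzyme; many of its hits are not listed in these tables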
PAFAH2 inh – PAFAH2 (human) inhibition; 340,000 compounds, 0.99% hits; recombinant PAFAH2, FP-rhodamine activity probe, fluorescence polarization; Q99487; inhibition, % at 3.39 µM; AID 492956;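 active means inhibition above the mean over all tested compounds plus 3 SD, cut at about 30% in these data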;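 further: inhibitors block probe labeling of enzyme so polarization drops; 0% = enzyme with DMSO and 100% = wells lacking PAFAH2 protein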
pPAFAH inh – inhibitors of human plasma PAF acetylhydrolase (pPAFAH); 330,000 compounds, 1.5% hits; Q13093; inhibition, % at 3.39 µM; recombinant pPAFAH, FP-rhodamine probe fluorescence polarization; AID 463082;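 active means inhibition above the mean inhibition across the screen plus 3 SD, cut at about 25% in these data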;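 further: inhibitors block binding of the rhodamine activity-based probe so polarization drops; 0% = enzyme with DMSO and 100% = wells lacking pPAFAH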
Target sequence (Q13093 whole entry, looked up): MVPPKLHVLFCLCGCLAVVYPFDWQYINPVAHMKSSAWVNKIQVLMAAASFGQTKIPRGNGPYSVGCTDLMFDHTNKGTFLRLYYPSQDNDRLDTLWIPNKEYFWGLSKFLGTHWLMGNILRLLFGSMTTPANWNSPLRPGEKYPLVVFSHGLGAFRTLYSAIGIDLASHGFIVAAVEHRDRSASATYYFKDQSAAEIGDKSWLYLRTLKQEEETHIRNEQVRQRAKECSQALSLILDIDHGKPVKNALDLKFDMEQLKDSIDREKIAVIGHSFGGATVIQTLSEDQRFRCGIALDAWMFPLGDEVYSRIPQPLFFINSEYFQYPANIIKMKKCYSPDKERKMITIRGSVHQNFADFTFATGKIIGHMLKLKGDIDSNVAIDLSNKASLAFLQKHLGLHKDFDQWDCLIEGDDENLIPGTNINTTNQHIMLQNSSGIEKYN
EBNA-1 inhibitor – blocks EBNA-1 binding to DNA. EBNA-1 DNA binding, fluorescence polarization. inhibition, % at 14.8 µM. 300,000 compounds, 0.34% hits. AID 1950; in the data active means inhibition above about 28%
LYPLA2 counter – counter-screen for PME1 inhibitors: inhibitors of human LYPLA2. inhibition, % at 5.9 µM. O95372. AID 2177. recombinant LYPLA2, FP-Rh probe fluorescence polarization. 320,000 compounds, 0.38% hits;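 active means inhibition above the screen-wide mean plus 3 SD, limit set per campaign, cut at about 26% in these data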;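 further: 0% = LYPLA2 with DMSO and 100% = wells lacking LYPLA2 enzyme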
ZTA DNA inh – counter-screen for EBNA-1 inhibitors: inhibitors of Epstein-Barr virus ZTA | P03206 | ZTA-DNA binding, fluorescence polarization | inhibition, % at 11 µM | 320,000 compounds, 0.15% hits | AID 2234; in the data active means inhibition above about 33%
Starred values were filed as active, the others as inactive; . = not tested or not shown. Not all compounds are listed; rates above refer to the full screens.

SMILES	LYPLA1 counter	PAFAH1B2 FP inh	PAFAH1B3 inh	PREPL inh	PAFAH2 inh	pPAFAH inh	EBNA-1 inhibitor	LYPLA2 counter	ZTA DNA inh
COc1ccccc1OCCNC(=O)CN1C(=O)NC2(CCCCC2)C1=O	0	1	3	10	0	-4	.	-3	-5
CCOC(=O)N1CCN(C(=O)CS(=O)(=O)Cc2nc(-c3ccccc3C)oc2C)CC1	2	4	3	14	-6	-1	1	2	5
O=C(C1CCCN(S(=O)(=O)c2cccc3nonc23)C1)N1CCN(c2ccccc2Cl)CC1 (stereo not given)	0	2	-2	47*	6	5	-5	9	-6
Cc1ccc(-c2csc3nc(CN(C)Cc4ccccc4)[nH]c(=O)c23)cc1	-7	-3	2	-10	-6	-4	6	-10	-14
CC(NC(=O)c1ccc(N)cc1)c1ccccc1 (stereo not given)	2	3	2	10	-1	-3	-18	4	-11
CCN1CCN(c2ccc(NC(=O)c3ccc(C#N)cc3F)cc2Cl)CC1	0	-2	9	4	-3	-1	-3	2	-4
COc1ccc(CNCC(O)(c2ccccc2)c2ccccc2)cc1	2	4	4	-14	2	2	-6	2	-8
Cc1cc(C(=O)OCC(=O)NCc2ccccc2)c(C)o1	2	5	6	-5	18	2	-9	4	4
Cc1ccsc1/C=C1\SC(N2CCOCC2)=NC1=O	-3	0	-2	6	-10	-4	-9	1	4
O=C1c2ccccc2C(=O)N1CC(O)CN1CCOCC1 (stereo not given)	0	-2	4	-16	5	-4	-5	-4	0
COc1ccc(OCC(=O)OCC(=O)Nc2ccc3[nH]c(=O)[nH]c3c2)cc1	-2	4	2	11	3	13	.	-3	12
COc1ccc(NC(=O)C2CC(=O)N/C(=N/N=C/c3ccco3)S2)cc1 (stereo not given)	-2	.	.	-5	.	1	7	-1	-2
NC(=O)C1CCN(C(=O)COc2ccc3ccc(=O)oc3c2)CC1	1	-4	5	4	0	0	-1	1	2
COc1ccc(S(=O)(=O)Nc2ccccc2C(=O)NCc2cccnc2)cc1	-1	12	-3	-4	-2	5	-3	1	-16
CCOC(=O)Cc1[nH]nc2c1C(c1cc(OC)ccc1OC)C(C#N)=C(N)O2 (stereo not given)	1	1	5	-1	-4	-3	-2	-2	0
CC(=O)c1ccc(NC(=O)CNCC(c2ccccc2)N(C)C)cc1 (stereo not given)	7	3	7	11	5	-6	-4	4	-37
O=[N+]([O-])c1ccccc1OCCCN1CCc2ccccc2C1	-2	-2	2	1	7	2	6	0	6
O=C(NN=C1C2CC3CC(C2)CC1C3)c1ccncc1	-1	1	6	3	4	5	-8	-1	3
CC1CCc2nc(NC(=O)CN3CCN(c4ccc(F)cc4)CC3)sc2C1 (stereo not given)	1	1	2	18	-2	6	0	1	-4
Cc1ccc(S(=O)(=O)CCC(=O)Nc2nnc(-c3ccccc3S(C)(=O)=O)o2)cc1	5	6	5	14	9	5	-2	5	-16
CN(Cc1c(F)cccc1Cl)C(=O)c1cnc2ccccc2n1	1	3	-5	-8	2	5	2	1	-3
COc1ccc(CCNS(=O)(=O)c2ccc(OC)c(OC)c2)cc1OC	2	3	-6	-2	-5	0	1	0	14
CCCCCC[n+]1c(-c2ccccc2)csc1Nc1ccccc1	-4	6	-3	9	-2	8	0	-3	6
COc1cccc(C(=O)Nc2ccc(N3CCN(Cc4ccccc4)CC3)cc2)c1	4	3	11	11	3	6	-3	8	-1
Cn1c(C(=O)NC2CCCCC2)cc2c(=O)n(C)c3ccccc3c21	-1	1	1	1	15	11	7	4	6
Cc1sc(NC(=O)Cn2nc(C(F)(F)F)cc2C)c(C(=O)OC(C)C)c1C	-2	-2	6	-3	3	1	-1	0	16
CCOc1ccc(C(=O)C(C)=O)c(OCC)c1	5	.	.	-4	.	4	-19	8	-9
C=CCn1c(=O)/c(=C\c2ccsc2)s/c1=C(/C#N)C(=O)NCCN1CCOCC1	5	5	-1	2	1	1	4	19	5
C=CCNC(=O)CSc1nc2scc(-c3ccco3)c2c(=O)n1CC=C	2	4	7	-2	4	10	4	0	-2
COc1ccc(NC(=O)CCOc2cc(C)ccc2C)cc1S(=O)(=O)N1CCCCC1	.	4	2	26	5	12	.	.	.
O=C(COc1ccc(Br)cc1)Nc1ccc(N2CCOCC2)cc1N1CCOCC1	0	1	0	16	-2	3	.	0	8
CCOc1cc(/C=N/NC(=O)c2ccncc2)ccc1OC(=O)c1ccc([N+](=O)[O-])cc1	-4	0	-2	28	1	7	-16	2	-12
CCOC(=O)C1CCN(C(=O)CCc2nnc3ccc(N4CCN(C)CC4)nn23)CC1	-1	-1	6	14	6	0	-14	1	-6
O=C(c1cc2ccccc2oc1=O)N(Cc1cccs1)C1CCS(=O)(=O)C1 (stereo not given)	-2	2	-3	-6	4	-3	10	-3	15
O=c1[nH]c2cc(Cl)ccc2c(O)c1-c1cccc(Oc2ccccc2)c1	0	32*	4	12	9	-5	-9	3	3
CCc1nnc(NS(=O)(=O)c2ccc(N=Cc3c(C)[nH]n(-c4ccc(C)c(C)c4)c3=O)cc2)s1	-1	7	-1	11	8	3	-2	10	-2
CCOC(=O)c1ccc2ncc(C(=O)OCC)c(NCc3ccco3)c2c1	-6	-3	7	14	0	4	-5	2	-12
Cc1ccc2nc(-c3ccc(N4C(=N)SC5CS(=O)(=O)CC54)cc3)sc2c1 (stereo not given)	3	2	6	6	1	0	-4	8	-22
Cc1cc(C)cc(NS(=O)(=O)c2ccc3[nH]cc(C(=O)N4CCc5ccccc54)c(=O)c3c2)c1	-15	-5	-6	7	-5	21	-5	-17	-9
COc1ccc(C(=O)Nc2ccc(OCC(F)(F)C(F)F)c(C(F)(F)F)c2)cc1OC	-33	-16	-27	-6	-36	-20	2	-62	3
CSc1nnc(C)c(/C=C/Nc2ccc(F)cc2)n1	0	-4	-8	18	26	4	-11	0	12
O=C(c1cccc(NC2=NC3CS(=O)(=O)CC3S2)c1)N1CCN(c2cccc(Cl)c2)CC1 (stereo not given)	1	4	-5	10	-8	2	8	2	-6
COc1ccccc1OCCOc1ccc(/C=C2\C(=N)N3N=C(S(C)(=O)=O)SC3=NC2=O)cc1	-5	-3	-8	2	0	5	-19	-4	8
Cc1nc2ccccc2c(=O)n1CCCN1CCOCC1	6	2	9	10	4	-4	-9	3	-10
CC(=O)NC1C(Oc2ccc(C)cc2)OC2COC(c3ccco3)OC2C1O (stereo not given)	-3	4	1	-10	-6	1	3	-10	5
C#CCNC(=O)C1=C[C@H](c2coc3ccccc3c2=O)[C@@H](CCCO)[C@H](OCC)O1	1	5	11	3	8	5	6	1	-2
C=CCNC(=O)NC(=O)Cn1c(=O)c2c(ncn2CC)n(Cc2ccccc2)c1=O	-2	-3	10	11	10	-1	-7	3	-10
COc1ccc(/C=N/NC(=O)c2ccc(NC(=O)c3ccccc3Br)cc2)cc1	-12	-8	-7	9	-6	-4	19	-23	-8
CCOC(=O)C1=C(NC(=S)NC(=O)c2ccccc2)c2ccccc2CC1C(C)C (stereo not given)	-5	21	8	-2	0	6	7	-9	13
CCCCCn1c(CN2CCN(C(=O)c3ccco3)CC2)nc2c1c(=O)n(C)c(=O)n2C	-6	1	0	-1	6	2	-3	-2	-1
COC1(c2cc(-c3ccccc3)nc(N)n2)CCCCC1	-1	1	7	16	-5	3	-13	8	-6
CC1CCN(C(=O)C2CCN(S(=O)(=O)c3ccc(-n4cnnn4)cc3)CC2)CC1	-2	2	6	-3	-4	-1	0	-1	7
Cc1cccc(N(C(=O)c2snc(C(N)=O)c2N)C(C(=O)NCC2CCCO2)c2ccc3ncccc3c2)c1 (stereo not given)	-2	1	6	-3	-5	-4	-11	-6	-9
S=c1[nH]nc(Cc2c[nH]c3ccccc23)o1	-4	1	4	-10	-3	-3	0	-5	4
CC1(C)CC(=O)C(C=Nc2ccc3[nH]ncc3c2)=C(O)C1	1	2	7	6	2	1	-5	0	-2
CCCCn1c(N)c(N(CC(C)C)C(=O)c2cc(C)nc3ccccc23)c(=O)[nH]c1=O	-2	5	9	20	4	-1	-8	4	-7
Cc1ccc(OCCN2CCN(c3nc(NCc4ccco4)c4ccccc4n3)CC2)cc1	-1	2	9	20	5	5	-9	-2	-12
CCOc1ccc(NC(=O)C2(c3ccc(OC)c(OC)c3)CCCC2)cc1	-4	-2	-4	14	-6	-1	7	4	0
O=c1cccc(-c2ccc(Br)cc2)o1	-1	6	11	-2	2	-4	5	-2	-7
O=C(c1ccco1)N1CCN(CC(O)COc2ccc3oc4ccccc4c3c2)CC1 (stereo not given)	-3	6	-2	-20	3	5	4	10	10

Compounds above that have an aryl thioether with sulfur outside any ring, in the order listed:
SMILES	LYPLA1 counter	PAFAH1B2 FP inh	PAFAH1B3 inh	PREPL inh	PAFAH2 inh	pPAFAH inh	EBNA-1 inhibitor	LYPLA2 counter	ZTA DNA inh
C=CCNC(=O)CSc1nc2scc(-c3ccco3)c2c(=O)n1CC=C	2	4	7	-2	4	10	4	0	-2
CSc1nnc(C)c(/C=C/Nc2ccc(F)cc2)n1	0	-4	-8	18	26	4	-11	0	12

Other entries:
SMILES	LYPLA1 counter	PAFAH1B2 FP inh	PAFAH1B3 inh	PREPL inh	PAFAH2 inh	pPAFAH inh	EBNA-1 inhibitor	LYPLA2 counter	ZTA DNA inh
C=CCn1cccc(C(=O)Nc2cc(OC)cc(OC)c2)c1=O	2	2	2	3	3	4	8	1	-7
CCOCCCNC(=O)C1CCN(S(=O)(=O)CC)CC1	3	0	-7	8	0	-2	6	1	4
CC1=C(C(=O)Nc2ccc(Cl)cc2)C(c2ccco2)NC(=O)N1 (stereo not given)	-2	2	10	0	1	1	5	-2	-2
Cc1cccc(NC(=O)c2nc(S(=O)(=O)Cc3ccccc3)ncc2Cl)c1	0	5	5	0	5	2	-6	-3	-3
COc1cc(C2C(C(=O)c3ccc(C)o3)=C(O)C(=O)N2c2cc(C)on2)cc(OC)c1OC (stereo not given)	3	1	6	-12	4	0	4	-7	3
Cc1ccc(CNC(=O)C(C)OC(=O)c2ccco2)cc1 (stereo not given)	-2	0	-8	4	3	-5	-1	-1	-2
CC(C)C1N=C2c3ccccc3N=C(SCC(=O)NCCc3ccc(S(N)(=O)=O)cc3)N2C1=O (stereo not given)	2	1	-1	6	4	1	5	4	-14
CCCOc1ccc(C(F)(F)F)cc1NC(=O)CCc1c(C)noc1C	-3	1	-1	15	-2	0	.	-1	5
COc1ccc(-c2cc(C(=O)OCc3ccccn3)c3ccccc3n2)cc1	-6	-2	10	-10	-1	-5	-4	-7	-6
O=C(NCCO)/C(=C/c1ccc(Br)cc1)NC(=O)c1cccs1	-5	6	0	2	8	-4	2	-8	-3
COCc1cc(=O)[nH]c(Nc2nc3ccccc3o2)n1	4	3	5	-11	2	1	-4	1	9
CC(=O)Nc1ccc(-c2ccnc(-c3ccc(NC(C)=O)cc3)n2)cc1	-4	-2	-3	1	-7	-6	7	7	-5
O=C(CSc1nccn1-c1ncc(C(F)(F)F)cc1Cl)c1ccc(Br)cc1	2	4	-5	1	-3	7	2	-1	11
CC(C)(C)c1ccc(C(=O)NCC(=O)O)cc1	3	3	4	2	-5	-2	8	-1	-12
Cc1ccc(C)c(NC(=O)CN(C)C(=O)c2ccc(-n3cncn3)c([N+](=O)[O-])c2)c1	-2	1	5	-7	0	1	3	-6	3
Cc1ccc(C(=O)N/N=C/c2ccc([N+](=O)[O-])s2)cc1	-2	1	7	12	11	6	9	10	-9
COc1ccc(NC(=O)COC(=O)c2c(F)cccc2Cl)cc1OC	6	.	.	1	.	9	4	5	-7
Cc1ccc2c(c1)C1CN(C)CCC1N2C(=O)c1ccccc1NS(=O)(=O)c1ccc(F)cc1 (stereo not given)	0	4	7	20	3	4	9	2	6

Source: PubChem (The Scripps Research Institute Molecular Screening Center)
